bovine MsrA act = bovine MsrA enzyme activators, primary screen, biochemical, absorbance, HTS; 360,000 tested, 0.3% active; Methionine sulfoxide reductase A (Bos taurus); purified bovine MsrA, absorbance read-out; activation, % at 10.6 µM; in the data active means activation above about 7.5%;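 further: 0% = vehicle and 100% = reference activator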
CendR NRP1 mod = modulators of CendR peptide binding to NRP-1, primary screen, biochemical, fluorescence polarization, uHTS; Neuropilin-1 (Homo sapiens), O14786; FAM-RPARPAR peptide binding to NRP-1; inhibition, % at 25 µM; 360,000 tested, 0.85% active;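 active means inhibition or corrected inhibition above about 18%, plus a signal ratio from 0.5 to 1.5, limit read from the data, passing the limit was not always enough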; further: strong numbers were not always called active
FAS-TE inh = FAS thioesterase domain inhibitors, primary screen, biochemical, fluorescence intensity, uHTS | Fatty acid synthase (Homo sapiens), P49327 | recombinant FAS-TE, OMFH fluorogenic substrate, fluorescence endpoint | inhibition, % at 15 µM | 360,000 tested, 0.67% active;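 active means compounds whose normalised, plate-corrected inhibition of enzyme fluorescence in the single-dose primary screen is 50% or more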;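 further: 0% = DMSO with enzyme and 100% = substrate without enzyme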
Target sequence (P49327 whole entry, looked up, the tested form may be a part): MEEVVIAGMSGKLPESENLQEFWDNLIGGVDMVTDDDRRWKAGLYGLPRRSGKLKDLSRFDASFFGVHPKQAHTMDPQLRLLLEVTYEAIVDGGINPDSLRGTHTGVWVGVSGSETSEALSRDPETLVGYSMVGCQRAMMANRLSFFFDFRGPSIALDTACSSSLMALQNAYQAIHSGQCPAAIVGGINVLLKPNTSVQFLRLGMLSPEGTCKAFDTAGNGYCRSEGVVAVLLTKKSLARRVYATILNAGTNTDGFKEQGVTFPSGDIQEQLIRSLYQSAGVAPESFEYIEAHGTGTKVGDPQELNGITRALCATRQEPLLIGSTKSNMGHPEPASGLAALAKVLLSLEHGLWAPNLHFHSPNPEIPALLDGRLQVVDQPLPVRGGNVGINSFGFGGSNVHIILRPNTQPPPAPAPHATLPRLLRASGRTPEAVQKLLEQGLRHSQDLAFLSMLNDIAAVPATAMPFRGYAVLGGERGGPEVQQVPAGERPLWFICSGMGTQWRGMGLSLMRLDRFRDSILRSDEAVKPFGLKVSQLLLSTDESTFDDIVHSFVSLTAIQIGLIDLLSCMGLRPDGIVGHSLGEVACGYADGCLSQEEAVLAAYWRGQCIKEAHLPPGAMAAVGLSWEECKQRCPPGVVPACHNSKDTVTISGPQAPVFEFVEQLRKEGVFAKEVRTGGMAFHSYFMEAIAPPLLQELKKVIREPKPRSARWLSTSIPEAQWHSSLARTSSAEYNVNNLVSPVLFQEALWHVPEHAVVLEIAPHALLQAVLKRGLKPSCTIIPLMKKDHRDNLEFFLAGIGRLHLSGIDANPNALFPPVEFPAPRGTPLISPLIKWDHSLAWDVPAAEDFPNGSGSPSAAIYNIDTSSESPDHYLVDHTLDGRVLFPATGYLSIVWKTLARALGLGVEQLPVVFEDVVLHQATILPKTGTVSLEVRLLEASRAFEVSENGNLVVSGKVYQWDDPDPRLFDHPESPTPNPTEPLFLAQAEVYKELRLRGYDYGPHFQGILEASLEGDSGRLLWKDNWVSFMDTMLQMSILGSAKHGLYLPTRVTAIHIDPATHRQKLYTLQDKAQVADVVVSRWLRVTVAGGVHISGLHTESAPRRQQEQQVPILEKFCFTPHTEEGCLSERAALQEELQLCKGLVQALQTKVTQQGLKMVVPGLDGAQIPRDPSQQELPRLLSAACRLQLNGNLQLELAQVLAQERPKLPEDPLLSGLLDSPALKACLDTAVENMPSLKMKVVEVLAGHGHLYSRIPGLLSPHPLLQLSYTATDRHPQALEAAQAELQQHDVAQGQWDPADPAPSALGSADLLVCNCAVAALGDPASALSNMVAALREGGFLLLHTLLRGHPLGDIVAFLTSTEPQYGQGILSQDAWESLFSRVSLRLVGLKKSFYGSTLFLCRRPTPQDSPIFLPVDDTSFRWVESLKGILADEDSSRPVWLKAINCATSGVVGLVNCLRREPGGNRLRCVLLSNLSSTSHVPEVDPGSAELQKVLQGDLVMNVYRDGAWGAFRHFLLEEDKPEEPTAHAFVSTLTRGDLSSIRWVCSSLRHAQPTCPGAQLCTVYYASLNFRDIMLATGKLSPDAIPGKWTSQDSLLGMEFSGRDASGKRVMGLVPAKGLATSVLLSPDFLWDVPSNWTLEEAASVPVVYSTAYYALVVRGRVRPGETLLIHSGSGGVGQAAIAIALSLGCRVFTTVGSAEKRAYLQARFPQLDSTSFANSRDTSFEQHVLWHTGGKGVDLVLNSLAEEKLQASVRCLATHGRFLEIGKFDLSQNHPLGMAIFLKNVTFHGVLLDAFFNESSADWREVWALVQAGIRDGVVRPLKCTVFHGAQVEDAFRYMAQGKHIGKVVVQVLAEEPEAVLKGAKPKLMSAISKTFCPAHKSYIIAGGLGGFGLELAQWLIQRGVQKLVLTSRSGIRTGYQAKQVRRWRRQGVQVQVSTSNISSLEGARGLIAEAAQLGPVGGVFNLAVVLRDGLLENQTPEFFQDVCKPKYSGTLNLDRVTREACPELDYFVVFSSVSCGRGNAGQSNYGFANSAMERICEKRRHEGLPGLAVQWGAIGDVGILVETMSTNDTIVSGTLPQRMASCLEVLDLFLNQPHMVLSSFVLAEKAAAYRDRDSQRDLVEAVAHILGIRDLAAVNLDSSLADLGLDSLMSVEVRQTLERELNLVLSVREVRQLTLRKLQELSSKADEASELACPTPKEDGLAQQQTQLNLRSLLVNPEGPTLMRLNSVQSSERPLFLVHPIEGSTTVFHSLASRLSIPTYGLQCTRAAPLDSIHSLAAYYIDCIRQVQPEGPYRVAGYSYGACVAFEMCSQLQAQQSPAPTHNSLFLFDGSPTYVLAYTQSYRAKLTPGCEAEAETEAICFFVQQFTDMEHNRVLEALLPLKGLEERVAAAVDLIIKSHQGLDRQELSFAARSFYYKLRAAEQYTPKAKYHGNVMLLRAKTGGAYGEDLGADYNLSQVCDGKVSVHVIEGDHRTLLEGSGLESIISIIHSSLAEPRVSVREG
MsrA inhibitor = bovine MsrA enzyme inhibitors, primary screen, biochemical, absorbance, HTS; Methionine sulfoxide reductase A (Bos taurus); purified bovine MsrA, absorbance read-out; inhibition, % at 15.5 µM; 360,000 tested, 0.75% active; AID 651718, 2012; in the data active means inhibition above about 4.5%;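 further: 0% = vehicle wells with enzyme and 100% = reference inhibitor wells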
Neddyl block = inhibitors of cullin neddylation, primary screen, biochemical, TR-FRET, uHTS, NAE and Ubc12 | 360,000 tested, 0.58% active | calls only at 25 µM | AID 651699, 2012 | NEDD8-conjugating enzyme Ubc12 (Homo sapiens) + NEDD8-activating enzyme E1 regulatory …; in the data active means inhibition above about 36%
SKN-1 block = suppressors of acrylamide-induced Pgst-4::GFP reporter in worms, primary screen, SKN-1 inhibitor project, whole organism, uHTS, GFP/RFP fluorescence ratio, strain VP596; C. elegans VP596 Pgst-4::GFP/RFP ratio, 24 h; inhibition, % at 21.8 µM; 360,000 tested, 0.49% active; AID 624304, 2012;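 active means interference check ratio from 0.5 to 1.5 plus GFP to RFP signal ratio inhibition reaching or exceeding a fixed threshold, cut at about 30% in these data, passing the limit was not always enough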; further: some compounds called inactive have numbers as strong as hits
Rin1-Abl PPI inh = inhibitors of Rin1-Abl protein binding, primary screen, biochemical, TR-FRET; Tyrosine-protein kinase ABL1 (Homo sapiens) + Ras and Rab interactor 1 (Homo sapiens), …; inhibition, % at 7.35 µM; 360,000 tested, 0.4% active; in the data active means inhibition above about 5%, passing the limit was not always enough
MT1-MMP act inh = blockers of MT1-MMP proenzyme processing, primary screen, HT1080 RFP-PRO-GFP cells, GFP/RFP fluorescence. Matrix metalloproteinase-14 (Homo sapiens), P50281. 360,000 tested, 0.061% active. AID 651647, 2012. GFP/RFP ratio fluorescence, overnight; percent of plate control window, DMSO zero. GFP/RFP ratio change, % at 20 µM;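 active means GFP/RFP ratio change of at least 30% with cell ATP level not reduced by more than half and red fluorescence within 50% of control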; further: strong numbers were not always called active
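Test system: HT1080 RFP-PRO-GFP cells; Benchmarks: DMSO and RFP-L50D-GFP cell wells; Timing: cells overnight before dosing, compound overnight, 37 °C, 5% CO2; Compound: one 20 µM compound dose with 1% DMSO; Read-out: GFP/RFP fluorescence ratio.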
eLon inh = inhibitors of E. coli Lon protease, primary screen, biochemical, fluorescence polarization; P0A9M0; purified E. coli Lon protease; inhibition, % at 7.94 µM; 360,000 tested, 0.42% active; in the data active means inhibition above about 13%, passing the limit was not always enough;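 further: 0% = enzyme with probe and DMSO and 100% = no enzyme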
Active calls of the source: *; i = inactive; / = not tested or not shown; & = joins results of further samples.

The opening three compounds (preview)
SMILES	bovine MsrA act	CendR NRP1 mod	FAS-TE inh	MsrA inhibitor	Neddyl block	SKN-1 block	Rin1-Abl PPI inh	MT1-MMP act inh	eLon inh
Cc1ccc(NC(=O)CSc2nn(-c3ccc(Cl)cc3)c(=S)s2)cc1S(=O)(=O)N(C)C	-1	-10	28	1.6	i	15	-1	-6	5
O=S(=O)(Nc1nccs1)c1ccc(Cl)cc1	-1	-16	-2	-1.7	i	4	-5	4	-6
Cc1ccc(NC(=O)c2ccc(S(=O)(=O)NCC3CCCO3)cc2)cc1 (centres undefined)	-4	-10	-6	1.0	i	11	-1	4	-2

Results, from the first entry:
SMILES	bovine MsrA act	CendR NRP1 mod	FAS-TE inh	MsrA inhibitor	Neddyl block	SKN-1 block	Rin1-Abl PPI inh	MT1-MMP act inh	eLon inh
Cc1ccc(NC(=O)CSc2nn(-c3ccc(Cl)cc3)c(=S)s2)cc1S(=O)(=O)N(C)C	-1	-10	28	1.6	i	15	-1	-6	5
O=S(=O)(Nc1nccs1)c1ccc(Cl)cc1	-1	-16	-2	-1.7	i	4	-5	4	-6
Cc1ccc(NC(=O)c2ccc(S(=O)(=O)NCC3CCCO3)cc2)cc1 (centres undefined)	-4	-10	-6	1.0	i	11	-1	4	-2
CC(=O)c1cccc(NC2c3ccccc3C(=O)N2Cc2ccco2)c1 (centres undefined)	-10	8	-2	-0.2	i	1	-4	9	-9
CC(=O)c1c(C)[nH]c(C(=O)CSc2nnc(-c3ccccc3)n2Cc2ccc3c(c2)OCO3)c1C	-12	-5	9	-0.1	i	-25	0	0	18*
COc1ccc(C(=O)/C=C/Nc2ccccn2)cc1	-4	-1	0	2.4	i	6	-4	2	-5
N#C/C(=C\c1ccc(O)c(Br)c1)C(=O)NCc1ccccc1	-3	5	-4	-1.1	i	8	1	4	0
O=C(CCn1nc(-c2ccc(Cl)cc2)ccc1=O)NCCCN1CCCCCC1	1	5	-9	-0.2	i	9	-4	1	-5
Clc1ccc(Cn2ncc3c(N4CCCCC4)ncnc32)cc1	-5	3	7	0.9	i	0	3	6	-5
COc1ccc(C(C)=O)cc1Cn1c(C)c(C(=O)NCc2ccc3c(c2)OCO3)sc1=O	-4	-16	12	0.0	i	-21	3	0	1
CC1(C)N=C(N)N=C(N)N1c1cc(Cl)ccc1Cl	-7	-1	-8	0.4	i	-12	-9	-4	-12
Cc1nn(-c2ccccc2)c(Cl)c1/C=C1\SC(=S)NC1=O	-10	-173	21	4.2	i	9	-2	-9	-17
COc1ccc(N(C(=O)c2ccc(Br)o2)C2C=CS(=O)(=O)C2)c(OC)c1 (centres undefined)	-4	-7	-10	-1.3	i	8	1	2	-2
O=C(N/C(=C\c1cccnc1)C(=O)N1CCOCC1)c1ccco1	-2	5	-14	-0.7	i	9	1	-3	-4
CC[C@@H](C)[C@@H]1CN([C@@H](C)CN2CCC[C@H]2CN2C(N)=NC[C@@H]2Cc2ccccc2)C(=N)N1CCc1ccc(Cl)c(Cl)c1	-2	-2	-86	/	i	5	4	2	-2
O=C(O)/C(=C\c1cccc(F)c1)c1ccc(S(=O)(=O)N2CCCC2)s1	-3	7	-4	-0.8	i	2	2	5	5
O=C(Oc1ccc2ccc(O)cc2c1)c1ccccc1Cl	-6	6	14	0.2	i	-9	0	2	-2
O=C(NC1CC1)c1ccc2sc([C@H]3C[C@H](O)[C@@H](CO)O3)nc2c1	-3	-1	-11	1.2	i	-2	1	-3	-32
CC(C)CCNC(=O)c1ccc2c(c1)N(Cc1ccccc1)C(=O)CS2=O (centres undefined)	-7	-19	-2	-0.3	i	18	1	-2	-2
O=C(CSc1nnc(-c2ccccc2)c(-c2ccccc2)n1)NCC1CCCO1 (centres undefined)	-2	8	0	0.2	i	1	3	-3	-2
N#Cc1cnn(-c2ccccc2)c1NC(=O)c1ccccc1F	-3	-112	-5	-1.2	i	0	4	-5	-14
CC(C)COP(=O)(OCC(C)C)C(O)c1ccc2c(c1)OCO2 (centres undefined)	-8	0	-7	0.5	i	4	0	1	15
C[C@@H]1CN([C@H](C)CO)C(=O)CCCn2cc(nn2)CO[C@H]1CN(C)C(=O)Nc1ccccc1	-11	-4	-12	0.5	i	17	0	1	-16
CN(C)C1(CNC(=S)Nc2ccccc2C(F)(F)F)CCCCC1	-3	6	-6	1.3	i	7	0	-1	4
CCN(CC)CCNc1nc(-c2ccccc2)nnc1C(F)(F)F	-4	2	-5	/	i	-3	-5	3	4

New compounds follow
SMILES	bovine MsrA act	CendR NRP1 mod	FAS-TE inh	MsrA inhibitor	Neddyl block	SKN-1 block	Rin1-Abl PPI inh	MT1-MMP act inh	eLon inh
Clc1ccc2nc(SCc3nnc(-c4ccccc4)o3)[nH]c2c1	-2	-2	0	1.2	i	8	-4	-3	-9
C=CCn1c(=O)n(C(=O)OCC)c2cc(Br)ccc21	-1	11	4	1.4	i	17	1	1	9
F[B-](F)(F)c1cnc2ccccc2c1	-2	4	-4	0.1	i	-9	-5	3	2
O=c1[nH]cnc2c1ncn2C1OCC(O)C(O)C1O (centres undefined)	-3	-8	-4	1.4	i	-15	-3	-1	-5
CCC1CCCCN1C(=O)Nc1cccc(NC(=O)N2CCCCC2CC)c1 (centres undefined)	-1	6	-2	-0.3	i	26	-3	0	5
CC(C)(C)c1ccc(C(=O)Nc2ccc(C(=O)N3CCOCC3)cc2)cc1	-3	-4	0	-0.3	i	-9	2	2	-1
CCc1ccccc1N=C1SCC(=O)N1C	-2	17	-5	-0.8	i	-8	0	-4	6
COC(=O)Nc1ccc(S(=O)(=O)N2CCN(c3ccc(F)cc3)CC2)cc1	0	1	22	0.5	i	-1	-1	-3	1
Cc1ccc(C(=O)Nc2cccc(Oc3ccccc3)c2)o1	4	-5	16	0.5	i	-6	0	1	5
Cc1c(NC(=O)c2ccc(S(=O)(=O)N(C)c3ccccc3)cc2)c(=O)n(-c2ccccc2)n1C	-2	13	-3	1.2	i	-3	4	0	-1
Cc1ccc(-n2nc3c(c2NC(=O)CCC2CCCCC2)CS(=O)C3)cc1 (centres undefined)	3	-6	-2	0.8	i	4	-3	0	-8
O=C(Nc1cccc(F)c1)C1CCN(C(=O)c2ccc(Cl)cc2)CC1	2	6	8	0.5	i	2	2	3	-3
Cc1noc(C)c1S(=O)(=O)N1CCN(S(=O)(=O)c2ccccc2C#N)CC1	-2	9	-2	-0.8	i	-11	-1	-2	2
CCn1c(NCc2c[nH]c3ccccc23)nc2ccccc21	-9	-5	-4	0.6	i	-2	-1	3	-6
COc1ccc(C/C(C)=N\NC(=O)c2cn(C)c3ccccc23)cc1OC	-3	1	-3	0.3	i	0	2	2	9
O=C(Nc1cccc([N+](=O)[O-])c1)N(c1ccccc1)c1ccccc1	-7	-11	23	0.5	i	8	1	-2	-15
CCOC(=O)c1c(NC(=O)C(C)OC(=O)c2ccc(NC(=O)CC#N)cc2)sc2c1CCCC2 (centres undefined)	-3	-29	17	1.1	i	5	4	-5	-31
Cc1ccc([C@@H]2CC(=O)[C@@H]3CN(S(=O)(=O)c4ccccc4C)[C@H](c4ccc(Cl)cc4)C[C@@H]3N2S(=O)(=O)c2ccc(C)cc2)cc1	-3	-2	19	0.8	i	1	2	0	-2
O=C1COc2ccc(C(=O)COC(=O)C3CC(O)CN3S(=O)(=O)c3ccc(Cl)cc3)cc2N1 (centres undefined)	-2	0	0	0.3	i	2	4	0	-9
COc1ccc(-n2c3c(c(=O)[nH]c2=O)C(NS(=O)(=O)c2ccc(Cl)cc2)(C(F)(F)F)C(=O)N3)cc1 (centres undefined)	-3	4	-4	0.6	i	-11	0	-2	10
Cc1cccc(-c2nc(C#N)c(N3CCCCCC3)o2)c1	-6	-5	12	1.3	/	10	4	-3	-1
O=C(Nc1cc(S(=O)(=O)Nc2ccc(Cl)cc2)ccc1O)c1ccc(S(=O)(=O)N2CCCCCC2)cc1	-7	1	-13	-0.2	i	0	-1	3	-1
CSc1cc(C)nc(NC(C)=O)n1	-5	-5	-12	-0.8	i	3	0	-3	-3
CCOC(=O)C(=CNc1ccc(S(N)(=O)=O)cc1)C(=O)OCC	-6	8	-4	4.1	i	3	-2	2	4
COc1ccc(NC2C=CS(=O)(=O)C2)cc1 (centres undefined)	-1	5	-6	2.1	i	1	2	-10	1

Next section
SMILES	bovine MsrA act	CendR NRP1 mod	FAS-TE inh	MsrA inhibitor	Neddyl block	SKN-1 block	Rin1-Abl PPI inh	MT1-MMP act inh	eLon inh
O=C(c1cc(C(=O)N2CCOCC2)c2nc3ccccc3n2c1)c1cc(Cl)cc(Cl)c1O	0	-20	0	2.6	i	5	-3	-17	13
CCCc1cc(=O)[nH]c(SCC(=O)N2CCN(S(=O)(=O)c3ccc4ccccc4c3)CC2)n1	-9	0	8	0.6	i	9	0	5	-3
CC(=O)Nc1nc2ccccc2n1CCOc1ccccc1	-12	-8	-11	-1.1	i	-8	-1	10	2
CC1(c2ccc(Cl)cc2)NC(=O)N(CC(=O)N2CCc3ccccc3C2)C1=O (centres undefined)	-4	16	9	-0.8	i	-4	2	-1	0
Cc1cc(C)c2oc(C(=O)N(Cc3ccc(F)cc3)C3CCS(=O)(=O)C3)cc(=O)c2c1 (centres undefined)	-4	0	10	0.0	i	0	1	0	-4
CC(C)Oc1cccc(C(=O)C2CCCN(C(=O)CCc3cnn(C)c3)C2)c1 (centres undefined)	-8	-5	-10	-0.8	i	4	-3	0	-1
O=C(CCc1ccccc1)NCC1OCCc2ccccc21 (centres undefined)	-2	10	0	-1.3	i	-7	3	2	8
Cc1ccc(S(=O)(=O)N(C)[C@H]2C[C@H]3c4[nH]c5ccccc5c4CCN3C[C@H]2[C@H](C)O)cc1	-2	6	-2	-0.5	i	4	-1	-1	-3
CC(=O)c1cccc(NC(=O)N2CCCC2C(=O)Nc2ccc3c(c2)OCCO3)c1 (centres undefined)	-4	-2	-11	-0.1	i	5	-1	0	1
CC1CCCCN1C(=O)CCNS(=O)(=O)c1ccc2c(c1)c(=O)n(C)c(=O)n2C (centres undefined)	-3	14	-8	-0.5	i	11	6	-3	-1
CCc1ccnc(NC(=O)NS(=O)(=O)c2ccc(C)cc2)c1	-2	6	-5	-0.8	i	-6	1	-3	-5
Cc1nc2c(-c3ccccc3)c(C)nn2c(N)c1-c1ccccc1	-1	-2	20	-0.6	/	18	2	-1	3
CCOC(=O)C1=CN(CC)S(=O)(=O)NC1c1ccc(F)c(Cl)c1 (centres undefined)	-5	6	-7	-0.9	i	0	-1	4	-2
COc1ccc(CCNC(=O)Nc2nc(C(N)CCc3ccccc3)cs2)cc1OC (centres undefined)	1	-5	-6	-0.6	i	15	0	-1	1
Cc1c(C(=O)N(C)Cc2nc3ccccc3c(=O)[nH]2)oc2ccccc12	-3	4	-2	-0.2	i	7	1	1	-13
C=C(C)Cn1c2ccc(NC(=O)NCCc3cccs3)cc2c(=O)n1C	-1	0	-2	-1.1	/	6	-3	2	9
Cc1csc(CNC(=O)C2CCC(=O)N(CCCc3ccccc3)C2)n1 (centres undefined)	-13	4	-7	1.2	i	-10	4	-2	-12
CC1=C(C(=O)OCc2ccccc2)C(c2ccccn2)c2c(n(C)c(=O)n(C)c2=O)N1 (centres undefined)	-3&0	8&0	0&-2	1.0&0.2	i	22&-12	1&-3	5&2	-3&10
COc1ccc(NC2=CC(=S)NC(C)(C)C2)cc1	-5	-93	-11	3.0	i	21	1	-15	-61
